Screening data from PubChem.
RGS4 inh: inhibitors of human regulator of G protein signaling 4 | Potency, µM (doses to about 114 µM), for the others: at the top dose activity change, negative = inhibition, actives largely listed as inhibitors | 390,000 compounds, 0.039% hits | AID 504845 | Transcreener GDP fluorescence polarization, RGS4-accelerated GTP hydrolysis | P49798; further: on the % scale 0 is the no-effect control and ±100 the full control effect; nearly all actives have a fitted effect of over 75% in size; some results filed as inactive show a strong effect at the top dose
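MLSMR compounds (23 nl, pin-transferred) preincubated 10 min at room temperature with a 500nM (2x) first reagent, then RGS4 at 900nM (2x) plus Transcreener GDP mix added; fluorescence polarization (620/688 nm) read before and after 90 min at 30 °C.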
rTrxR1 inhibitor: rat TrxR1 inhibition | 390,000 compounds, 1% hits | O89049 | Potency, µM (titrated, usually from 114 µM), without a hit: at the highest dose activity change, negative = inhibition, most hits filed as inhibitors | recombinant rTrxR1, NADPH fluorescence consumption, selenite substrate | AID 588453; further: on the % scale 0 is the no-effect control and ±100 the full control effect; nearly all actives have a fitted effect of over 65% in size
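Rat TrxR1 (90 nM in the dispensed reagent) was pre-reduced with 400 uM NADPH for 5 min at room temperature, then incubated with compound for 15 min. After 400 uM selenite was added, NADPH fluorescence (Ex 340/Em 450 nm) was followed for 8 min.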
ALOX12 inh: inhibitors of human 12S-lipoxygenase ALOX12; P18054; purified 12hLO, xylenol orange hydroperoxide absorbance; Potency, µM (top dose mostly 108 µM), without a hit: at the highest dose activity change, negative = inhibition, most hits filed as inhibitors; 580,000 compounds, 1.1% hits; further: on the % scale 0 is the no-effect control and ±100 the full control effect
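Hydroperoxide product was detected by ferrous iron/xylenol orange as the 573 to 405 nm absorbance ratio. Arachidonic acid at 40 uM (final) was turned over for 30 min at room temperature by 150 nM human 12hLO, pH 7.0 Hepes buffer, after 15 min compound preincubation.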
Pin1 inh: blocks the human prolyl isomerase Pin1 | Q13526 | 390,000 compounds, 0.009% hits | Pin1 FP peptide displacement, HiFluor488, 10 min | Potency, µM (series often up to 115 µM), without a hit: at the top dose activity, negative = inhibition, most hits filed as inhibitors | AID 504891; active means well fitted inhibition curve with a large enough effect in the polarisation, with a control signal flat, not every such curve was filed as active; inconclusive means small, poorly fitted or top-dose-only effect, or effect the other way, or a change in a side signal; inactive means no such curve, though single readings can be large or run the other way; the % refers to the polarisation; further: on the % scale 0 is the no-effect control and ±100 the full control effect
Target sequence (Q13526 whole entry, looked up): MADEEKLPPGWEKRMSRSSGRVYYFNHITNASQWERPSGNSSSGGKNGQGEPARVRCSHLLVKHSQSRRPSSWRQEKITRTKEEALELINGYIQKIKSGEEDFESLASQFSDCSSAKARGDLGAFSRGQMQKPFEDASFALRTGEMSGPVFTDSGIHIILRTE
JMJD2A Tudor: JMJD2A Tudor domain (human) inhibition. O75164. 390,000 compounds, 4.4% hits. Potency, µM (doses to about 114 µM), for inactives: top-dose activity change, negative = inhibition, hits mostly inhibitors. AID 504339. AlphaScreen JMJD2A-Tudor / H3K4me3 peptide binding; further: on the % scale 0 is the no-effect control and ±100 the full control effect; nearly all actives have a fitted effect of over 50% in size
GLS inh: blocks human kidney-isoform glutaminase activity; O94925; Potency, µM (titrated, usually from 45.5 µM), for the others: top-dose activity change, negative = inhibition, usual class: inhibitors; 410,000 compounds, 0.21% hits; GLS enzymatic activity, qHTS titration; further: on the % scale 0 is the no-effect control and ±100 the full control effect
Target sequence (O94925 whole entry, looked up, canonical isoform): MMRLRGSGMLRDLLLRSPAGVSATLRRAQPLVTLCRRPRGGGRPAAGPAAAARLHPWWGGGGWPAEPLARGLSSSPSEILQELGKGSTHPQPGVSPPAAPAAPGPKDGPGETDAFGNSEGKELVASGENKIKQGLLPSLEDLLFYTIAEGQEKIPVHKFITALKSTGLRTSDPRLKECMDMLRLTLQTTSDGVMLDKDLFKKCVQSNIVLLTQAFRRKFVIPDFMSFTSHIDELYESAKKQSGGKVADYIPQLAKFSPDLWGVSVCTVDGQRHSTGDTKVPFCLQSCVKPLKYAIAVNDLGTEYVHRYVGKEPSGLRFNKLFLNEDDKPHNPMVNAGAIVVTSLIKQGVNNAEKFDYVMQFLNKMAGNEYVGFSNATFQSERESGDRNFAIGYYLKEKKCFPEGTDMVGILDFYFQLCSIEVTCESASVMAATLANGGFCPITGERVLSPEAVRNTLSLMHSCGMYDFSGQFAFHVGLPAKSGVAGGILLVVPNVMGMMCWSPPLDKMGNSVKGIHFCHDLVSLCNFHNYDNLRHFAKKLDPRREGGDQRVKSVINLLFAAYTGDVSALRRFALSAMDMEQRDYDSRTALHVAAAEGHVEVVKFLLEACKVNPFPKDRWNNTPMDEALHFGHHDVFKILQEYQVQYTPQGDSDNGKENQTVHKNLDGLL
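Compounds were pin-transferred onto hKGA, after which L-glutamine (1 mM solution) and a detection mix of glutamate oxidase, HRP and Amplex Red were added. Initial and 30 min RT fluorescence reads were collected.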
HP1b chromo inh: HP1-beta chromodomain-methylated histone interaction inhibition | P83916 | AlphaScreen HP1-beta / biotin-H3K9me3 peptide binding | Potency, µM (top dose mostly 114 µM), for inactives: top-dose activity change, negative = inhibition, hits mostly inhibitors | 390,000 compounds, 0.56% hits | AID 540317; further: nearly all actives have a fitted effect of over 70% in size; inactives centre near 23
Target sequence (P83916 whole entry, looked up): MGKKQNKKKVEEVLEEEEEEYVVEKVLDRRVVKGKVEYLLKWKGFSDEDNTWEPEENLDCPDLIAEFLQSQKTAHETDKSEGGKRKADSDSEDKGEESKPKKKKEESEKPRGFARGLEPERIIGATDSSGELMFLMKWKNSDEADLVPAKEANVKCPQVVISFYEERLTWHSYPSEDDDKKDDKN
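Compound inhibition of the preformed complex between 50 nM HP1-beta and 50 nM biotinylated H3K9me3 peptide was read by AlphaScreen. Buffer was PBS pH 7.4 with 0.01% Tween-20. Incubations ran 30 min at room temperature, with 10 ug/mL donor/acceptor beads.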
ERG Ets-DNA blk: blocks human ERG Ets domain binding to DNA; P11308; fluorescence polarization, His-ERG Ets domain / labelled DNA; Potency, µM (doses to about 76.9 µM), inactives show top-dose FP activity, negative = inhibition, hits mostly inhibitors; 370,000 compounds, 0.028% hits; AID 624246; active means well fitted inhibition curve with a large enough effect in the polarisation, with a control signal flat; inconclusive means small, poorly fitted or top-dose-only effect, or effect the other way, or a change in a side signal; inactive means no such curve, though single readings can be large or run the other way; the % refers to the polarisation;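 further: polarization taken with two DNA probes labelled with fluorescein and Texas red; % of control where 0% means no effect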
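His-tagged ERG Ets domain (1 uM in the protein solution; 300mM KCl, 50mM Tris-HCl, 1mM EDTA, 1mM DTT, pH 7.5) received compound, then a probe mix of 5 nM fluorescein-DNA and 100nM Texas-615-DNA. Fluorescence polarization was read for both dyes.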
Tb PGK inh: T. brucei PGK inhibition; P07378; PGK/GAPDH coupled, Kinase-Glo luminescence, 60 min; Potency, µM (top dose mostly 57.5 µM), for the others: at the highest dose activity change, negative = inhibition, usual class: inhibitors; 380,000 compounds, 0.043% hits; AID 602233; further: on the % scale 0 is the no-effect control and ±100 the full control effect; nearly all actives have a fitted effect of over 60% in size
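Recombinant glycosomal PGK reaction used 1,3-bisphosphoglycerate generated in-well by GAPDH (100nM final) in 100mM TEA pH 7.6, 5mM MgCl2, 0.01% Tween-20. After 60 minutes at room temperature, ATP was read by Kinase-Glo Plus luminescence end-point.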
* marks the source's active call; other numbers are inactive results; i = inactive; u = inconclusive; x = no result given; [ ] = remark or other dose. Unless noted, the call rests on the fitted dose curve; in most records, active means well fitted curve in the direction sought with a large enough effect; inconclusive means small, poorly fitted or top-dose-only effect, or another doubt; inactive means no such curve, though single readings can be large; an effect the other way counts as inactive or inconclusive. Potency means the concentration at half of the fitted maximal effect. The list is partial; count on the stated rates, not on these rows.

SMILES	RGS4 inh	rTrxR1 inhibitor	ALOX12 inh	Pin1 inh	JMJD2A Tudor	GLS inh	HP1b chromo inh	ERG Ets-DNA blk	Tb PGK inh
CN(C)S(=O)(=O)c1cccc(NC(=O)COc2ccc(S(=O)(=O)N3CCOCC3)cc2Cl)c1	-12%	8%[57.1 µM]	13%	-5%	-4%	2%	28%	17%	i
O=C(Nc1cnn(Cc2ccc(Cl)c(Cl)c2)c1)C12CC3CC(CC(C3)C1)C2	-11%	5%[57.1 µM]	u	0%	-25%	0%	12%	-2%	-6%
COCCN(C(=O)c1ccc2ccccc2c1)c1c(N)n(Cc2ccccc2)c(=O)[nH]c1=O	-23%	19%[57.1 µM]	-1%	0%	8%	-11%	42%[activator]	-5%	0%
O=C(COC(=O)c1nc(Cl)ccc1Cl)NC1CCCCCC1	-44%	2%	9%	-1%	-6%	-1%	31%	7%	-1%
Cc1nc2ccc(S(=O)(=O)Nc3ccc(-c4nc5cccnc5s4)cc3)cc2s1	3%	-7%[57.1 µM]	-10%	45%[activator]	-14%	0%	25%	-10%	0%
Cc1ccc(S(=O)(=O)N2CCN(C(=O)CN3CCN(C)CC3)C2)cc1	10%	5%	24%	1%	-5%	6%	7%	x	-8%[11.5 µM]
CCOc1ccccc1NC1=NCC(=O)N1Cc1ccc(F)cc1	19%	18%	u	-1%	-15%	7%	13%	x	-9%
Cc1c(NC(=O)C(C)Sc2ccc3ccccc3n2)c(=O)n(-c2ccccc2)n1C (stereo unspecified)	-5%	-1%[57.1 µM]	0%	6%	-9%	-1%	25%	13%	-5%
CCOC(=O)/C(C#N)=N/Nc1ccccc1C(=O)O	7%[11.4 µM]	-9%	u	-7%	-4%[11.4 µM]	-2%	68%[activator]	16%	i
COCCC(C(=O)Oc1c(C(C)(C)C)cc(C)cc1C(C)(C)C)c1ccccc1 (stereo unspecified)	-12%	11%[57.1 µM]	u	-8%	26%	-4%	61%[activator]	-4%	-9%
CC(=O)c1cccc(NC(=O)C(=O)c2cn(CC(=O)N3CCCCC3)c3ccccc23)c1	-6%	13%[57.1 µM]	10%	33%[activator]	-23%	4%	34%	-20%	-8%
O=S(=O)(c1ccc(Cl)cc1)N1CCN2CCCC2C1 (stereo unspecified)	-9%	2%	u	0%	-5%	-2%	29%	2%	-5%
Cc1ccc(NC(=O)c2oc3ccc(S(=O)(=O)N4CCCCCC4)cc3c2C)cc1Cl	-10%	34%[activator][57.1 µM]	-13%	2%	-15%	-15%	23%	4%	-9%
CCOC(=O)C1=CN(Cc2ccco2)S(=O)(=O)N(C)C1c1ccc2ccccc2c1 (stereo unspecified)	-40%	-19%	-21%	37%[activator]	-13%	-25%	61%[activator]	4%	-5%
CCOc1ccc(CCNC(=O)c2ccc(F)c(S(=O)(=O)N3CCOCC3)c2)cc1OCC	11%	11%	-5%	-1%	-8%	-3%	24%	-6%	-6%
CCOC(=O)c1[nH]c(C)c(C(=O)OCC(=O)N2CCCCC2C)c1C (stereo unspecified)	23%	23%	0%	2%	-25%	-1%	43%[activator]	9%	-9%
CCN(CC)CCCNC(=O)c1nn(-c2ccc(OC)cc2)c(=O)c2c1c1ccccc1n2C	-16%	14%	-18%	1%	-17%	2%	3%	-1%	x
N#Cc1c(-c2ccccc2)c(-c2ccccc2)nn(CC(=O)NNC(=O)Nc2ccc(Cl)c(Cl)c2)c1=O	-2%	-2%	66%[activator]	u	u	18%	-6%	-1%	-1%
COc1cccc(C(=O)NCC(=O)N/N=C/c2c(C)[nH]c3ccccc23)c1	-5%	26%	-15%	-1%	u	12%	-4%	-5%	-3%
Cc1cc(C)n(Cc2cnc(N3CCOCC3)s2)n1	-12%	4%[57.1 µM]	-2%	-1%	-1%	14%	18%	1%	-6%
Cc1ccc(S(=O)(=O)N2CCOCC2)cc1C(=O)NCc1ccc(F)cc1	-15%	24%	8%	-2%	-10%	-10%	16%	2%	-3%
O=C1CC(c2ccccc2)Oc2ccccc21 (stereo unspecified)	31%	2%	10%	0%	25%	0%	94%[activator]	15%	6%
CCCCNC(=O)c1ccc(-c2nc(CS(=O)(=O)c3ccc(C)cc3)c(C)o2)cc1	-13%	17%	u	8%	-16%	1%	25%	4%	i
COc1cccc(N2C(=O)C3CCCN3C2c2ccc(Cl)cc2)c1 (stereo unspecified)	-5%	-9%[57.1 µM]	101%[activator]	-2%	-8%	0%	44%[activator]	-1%	11%
CC(C)(C)C(=O)N1CCN(c2ncccc2C(F)(F)F)CC1	-2%	15%	463%[activator]	0%	-3%	-6%	48%[activator]	-13%	i
Cc1cc(=O)oc(C)c1C(=O)NCc1ccco1	-5%	-20%	9%	-6%	-11%	-10%	55%[activator]	-5%	-3%
COC(=O)Cc1ccc(NC(=S)NN2CCOCC2)cc1	-3%	-5%	-16%	-7%	-13%	12%	13%	x	-1%
Cc1cccc2nc(C(F)(F)F)nc(=O)n12	6%	5%	2%	0%	-9%	-8%	25%	2%	6%
Nc1cccc(-c2nc3ccc(N)cc3s2)c1	-29%	-26%	0%	-1%	-17%	26%	13%	8%	u
COc1ccc(-c2nc(Cn3c(=O)cc(C)c4c(C)nn(-c5ccccc5)c43)c(C)o2)cc1OC	-49%	20%[57.1 µM]	-29%	0%	-13%	0%	90%[activator]	1%	-11%
Cn1c(Cc2ccccc2)nnc1SCC(=O)Nc1cccc(S(=O)(=O)NC2=NCCCCC2)c1	3%	22%	11%	-6%	-9%	6%	24%	4%	i
CC1CCN(C(=O)c2ccc(SCc3ccccc3F)c([N+](=O)[O-])c2)CC1	12%	-1%[57.1 µM]	-10%	5%	u	2%	u	-4%	-4%
CC1Cc2cc(/C(O)=C3/C(=O)C(=O)N(CCCn4ccnc4)C3c3ccc([N+](=O)[O-])cc3)ccc2O1 (stereo unspecified)	-31%	-10%	7%	-6%	u	6%	-5%	4%	3%
CCOc1ccc(N(Cc2cc3cc(OC)ccc3[nH]c2=O)S(C)(=O)=O)cc1	-18%	11%	u	7%	3%	-4%	27%	-18%	i
Cc1ccc(S(=O)(=O)N2CCCCC2)cc1NC(=O)COC(=O)Cc1ccc(Cl)cc1	-17%	1%[57.1 µM]	-12%	4%	-17%	1%	29%	-3%	-9%
CCCN1C2CCCC1CC(NC(=S)Nc1cccc(C)c1C)C2 (stereo unspecified)	32%	2%	-14%	4%	-14%	0%	20%	-3%	0%
CCc1nc(C)cn1S(=O)(=O)c1cc(Cl)c(OC)cc1Cl	1%	6%[57.1 µM]	9%	2%	-2%	-2%	18%	-11%	-8%
CCSc1ccc(C(=O)Nc2ccc(Br)cn2)cc1[N+](=O)[O-]	-23%	22%[0.0914 µM]	-6%	0%	-19%	-1%	24%	7%	-8%
CCn1nnc2cc(C(=O)Nc3cccc(Cl)c3)ccc21	-15%	25%[57.1 µM]	0%	13%	-14%	-4%	16%	17%	-6%
Nc1ncnc2c1ncn2[C@@H]1O[C@H](CNS(=O)(=O)CCCCl)[C@@H](O)[C@H]1O	-3%	20%	-9%	0%	-12%	0%	19%	19%	-6%

Already shown: entries from further up.
SMILES	RGS4 inh	rTrxR1 inhibitor	ALOX12 inh	Pin1 inh	JMJD2A Tudor	GLS inh	HP1b chromo inh	ERG Ets-DNA blk	Tb PGK inh
CCn1nnc2cc(C(=O)Nc3cccc(Cl)c3)ccc21	-15%	25%[57.1 µM]	0%	13%	-14%	-4%	16%	17%	-6%
Nc1ncnc2c1ncn2[C@@H]1O[C@H](CNS(=O)(=O)CCCCl)[C@@H](O)[C@H]1O	-3%	20%	-9%	0%	-12%	0%	19%	19%	-6%

A second format for part of the listing above.
Value order – RGS4 inh	rTrxR1 inhibitor	ALOX12 inh	Pin1 inh	JMJD2A Tudor	GLS inh	HP1b chromo inh	ERG Ets-DNA blk	Tb PGK inh
> Cc1ccc(S(=O)(=O)N2CCCCC2)cc1NC(=O)COC(=O)Cc1ccc(Cl)cc1
    -17%	1%[57.1 µM]	-12%	4%	-17%	1%	29%	-3%	-9%
> CCOC(=O)/C(C#N)=N/Nc1ccccc1C(=O)O
    7%[11.4 µM]	-9%	u	-7%	-4%[11.4 µM]	-2%	68%[activator]	16%	i
> Cc1cc(C)n(Cc2cnc(N3CCOCC3)s2)n1
    -12%	4%[57.1 µM]	-2%	-1%	-1%	14%	18%	1%	-6%
> CCCCNC(=O)c1ccc(-c2nc(CS(=O)(=O)c3ccc(C)cc3)c(C)o2)cc1
    -13%	17%	u	8%	-16%	1%	25%	4%	i
> Cc1ccc(S(=O)(=O)N2CCN(C(=O)CN3CCN(C)CC3)C2)cc1
    10%	5%	24%	1%	-5%	6%	7%	x	-8%[11.5 µM]
> Nc1cccc(-c2nc3ccc(N)cc3s2)c1
    -29%	-26%	0%	-1%	-17%	26%	13%	8%	u
